High-throughput results deposited in PubChem by Sanford-Burnham Center for Chemical Genomics.
SENP7 block: inhibitors of human SENP7 protease; recombinant SENP7, Z-RLRGG-aminoluciferin luminescence, 40 min; AID 434973; 330,000 compounds, 1.5% hits; inhibition, % at 5 µM;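 active = inhibition above about 50% at the single test dose, limit read from the data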;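 also: plate controls were DMSO with enzyme for no effect and no enzyme buffer wells for full effect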
Target sequence (Q9BQF6 706-1050 limits assumed): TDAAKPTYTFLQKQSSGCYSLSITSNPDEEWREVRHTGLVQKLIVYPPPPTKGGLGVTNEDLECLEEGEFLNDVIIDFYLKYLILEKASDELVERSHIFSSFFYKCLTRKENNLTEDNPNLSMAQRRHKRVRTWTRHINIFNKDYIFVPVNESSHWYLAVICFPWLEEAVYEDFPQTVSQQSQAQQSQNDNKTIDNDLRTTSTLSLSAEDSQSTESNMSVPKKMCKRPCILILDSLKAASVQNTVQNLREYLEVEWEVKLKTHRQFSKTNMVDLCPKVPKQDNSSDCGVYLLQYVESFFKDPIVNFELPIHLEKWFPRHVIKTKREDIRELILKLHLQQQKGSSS
PfG6PD inh: PfG6PD (Plasmodium falciparum) enzyme inhibition; PfGluPho enzyme, NADPH resazurin-diaphorase fluorescence; inhibition, % at 20 µM; 350,000 compounds, 0.78% hits; AID 504690;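 active = inhibition reaching at least a set limit at 20 µM in the primary screen, cut at about 59% in these data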;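 also: 0% = DMSO wells with substrate and 100% = DMSO wells lacking glucose-6-phosphate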
SENP1 FRET inh: SENP1 (human) catalytic domain inhibition; recombinant SENP1 catalytic domain, CyPet-SUMO1-YPet FRET cleavage; inhibition, % at 10 µM; 360,000 compounds, 0.21% hits; Q9P0U3;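 active = inhibition at least 30% at 10 µM, raw YFP signal under a set limit, fluorescence ratio 0.5 to 1.5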;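 also: 0% = enzyme with DMSO and 100% = no enzyme wells; some results filed as inactive read as strong as hits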
Target sequence (Q9P0U3 419-644 limits assumed): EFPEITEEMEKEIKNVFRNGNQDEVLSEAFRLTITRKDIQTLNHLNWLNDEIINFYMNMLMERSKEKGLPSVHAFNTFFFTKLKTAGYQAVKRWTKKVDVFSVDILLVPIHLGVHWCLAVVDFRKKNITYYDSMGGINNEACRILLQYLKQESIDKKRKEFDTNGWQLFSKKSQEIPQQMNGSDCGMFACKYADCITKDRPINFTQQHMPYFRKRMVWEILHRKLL
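material = recombinant human SENP1 catalytic domain, His6-tagged | quantity = 20 pM enzyme | reagent = 25 nM SUMO1 FRET substrate | compound dosing = 10 µM single point, 0.5% DMSO | timing = 50 min enzyme reaction, room temperature, light-protected | detection = FRET, CFP and YFP emission | control set = no-enzyme low, enzyme-DMSO high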
Apaf-1 inh: human Apaf-1 inhibition | 330,000 compounds, 0.71% hits | O14727 | reconstituted apoptosome caspase-3 activity, DEVD-Rh110 fluorescence | inhibition, % at 20 µM; active = inhibition of at least 40% at 20 µM;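 also: plate controls were DMSO wells for no effect and DEVD-CHO caspase inhibitor wells for full effect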
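System: reconstituted apoptosome with Apaf-1, cytochrome c, caspase-9, procaspase-3, dATP; Signal: Rh110 fluorescence intensity; Schedule: 30 min compound preincubation, 50 min activation, room temperature; Reagent: cytochrome c trigger plus (Z-DEVD)2-Rh110 caspase-3 substrate.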
SENP6 block: inhibitors of human SENP6 protease; inhibition, % at 10 µM; 330,000 compounds, 1.8% hits; Q9GZR1; Recombinant SENP6 catalytic domain, aminoluciferin luminescence;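 active = inhibition above about 50% at the single tested dose, limit read from the data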;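 also: plate controls were DMSO wells with enzyme for no effect and DMSO wells lacking enzyme for full effect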
Target sequence (Q9GZR1 628-1112 limits assumed): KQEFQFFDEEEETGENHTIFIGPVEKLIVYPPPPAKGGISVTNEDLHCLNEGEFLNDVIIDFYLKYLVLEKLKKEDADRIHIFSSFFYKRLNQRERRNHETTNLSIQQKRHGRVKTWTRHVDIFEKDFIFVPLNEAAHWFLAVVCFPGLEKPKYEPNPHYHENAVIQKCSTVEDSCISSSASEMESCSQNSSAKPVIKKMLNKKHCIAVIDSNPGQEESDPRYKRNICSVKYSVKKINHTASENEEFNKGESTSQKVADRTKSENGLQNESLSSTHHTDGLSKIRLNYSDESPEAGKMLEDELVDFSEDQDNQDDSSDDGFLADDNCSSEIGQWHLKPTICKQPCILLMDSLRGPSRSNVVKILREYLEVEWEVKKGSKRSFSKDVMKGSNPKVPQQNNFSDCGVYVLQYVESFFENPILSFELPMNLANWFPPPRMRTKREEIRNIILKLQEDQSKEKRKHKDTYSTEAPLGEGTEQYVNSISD
SENP8 block-1: blocks human SENP8 cleavage of Nedd8 substrate; 360,000 compounds, 0.64% hits; recombinant SENP8, Nedd8 substrate fluorescence; inhibition, % at 20 µM; AID 602440; in the data active = inhibition mostly above about 40%, no sharp cut-off; inactive = mostly below about 27%
NALP3 yeast inh: blocks the NALP3 inflammasome reconstituted in yeast; inhibition, % at 10 µM; AID 2825; Yeast reconstituted NLRP3/ASC/caspase-1, beta-gal luminescence, 24 h; 330,000 compounds, 0.39% hits;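 active = inhibition of 50% or more; inactive = inhibition below 50%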;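 also: plate controls were induced DMSO wells for no effect and uninduced yeast grown without galactose for full effect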
HKDC1 inhibitor: blocks human hexokinase HKDC1 activity; Q2TB90; recombinant HKDC1, G6PDH/diaphorase resazurin coupled fluorescence; inhibition, % at 20 µM; 340,000 compounds, 0.16% hits;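 active = inhibition above about 35% when tested at 20 µM, limit read from the data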;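 also: plate controls were DMSO wells with enzyme for no effect and DMSO wells lacking enzyme for full effect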
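Incubation: 90 min at room temperature in dark / Material: recombinant HKDC1 (HK5) hexokinase enzyme, produced in-house / Quantity: enzyme 5 µg/mL final / Compound: one dose of 20 µM, 1% DMSO / Reagent: glucose and ATP substrates / Buffer or medium: Tris pH 8.0 buffer with MgCl2, Tween-20, BSA, BME / Technique: resorufin fluorescence at 613 nm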
SENP8 block-2: blocks the human protease SENP8; Q96LD8; purified SENP8, Z-RLRGG-aminoluciferin cleavage, luminescence; inhibition, % at 10 µM; 330,000 compounds, 1.2% hits; AID 2540; in the data active = inhibition above about 50%
Numbers without * were called inactive; / = not tested or not shown.

Below each SMILES: Apaf-1 inh, SENP1 FRET inh, SENP8 block-1, NALP3 yeast inh, PfG6PD inh, SENP6 block, HKDC1 inhibitor, SENP7 block, SENP8 block-2
1. C[C@H](NC(=O)c1ccccc1Cl)C(=O)OCc1cn2cc(Cl)ccc2n1
 : 8, -1, 2, 3, 3, -12, -2, 4, 1
2. O=C(COC(=O)CNC(=O)c1ccccc1)NCCNC(=O)COC(=O)CNC(=O)c1ccccc1
 : -9, 0, 12, 15, -3, -11, 0, 9, 7
3. COc1ccc(S(=O)(=O)N2CCCC(C(=O)N3CCN(c4ccccc4)CC3)C2)cc1Cl (stereo not drawn)
 : 24, 0, 14, 9, 6, -3, -4, 4, 1
4. COc1ccccc1CNC(=O)CN1C(=O)NC2(CCOc3ccccc32)C1=O (stereo not drawn)
 : 4, 0, 4, 17, 9, -11, -5, -1, -10
5. COc1ccc(NS(=O)(=O)c2cc(C)ccc2C)cc1
 : 0, 3, 33, 5, 15, -8, 3, 7, 3
6. O=C(CSc1nc2ccccc2c(=O)n1C1CC1)NCc1ccccc1
 : -12, 2, -4, 8, -16, -11, -5, 5, -5
7. CNC(=O)NC(=O)C(OC(=O)c1cccc(S(=O)(=O)N2CCCCC2)c1)c1ccccc1 (stereo not drawn)
 : 13, 0, 10, 5, -2, 2, -3, 10, -3
8. O=C(CNc1ccccc1Cl)Nc1cc(S(=O)(=O)N2CCOCC2)ccc1Cl
 : 19, 1, 17, 8, 5, -3, -4, -1, -11
9. COc1ccc(C2NC(=O)NC(O)(C(F)(F)F)C2C(=O)c2ccccc2)cc1OC (stereo not drawn)
 : -1, 1, 29, 8, -21, -2, 12, 2, -9
10. CCC(=O)Nc1ccc(NC(=O)c2c(C)nc3ccccn23)cc1
 : -13, 2, 11, 10, 13, -9, -8, 11, -3

Continued.
Below each SMILES: Apaf-1 inh, SENP1 FRET inh, SENP8 block-1, NALP3 yeast inh, PfG6PD inh, SENP6 block, HKDC1 inhibitor, SENP7 block, SENP8 block-2
11. COn1c2c(c3c4no[n+]([O-])c4ccc31)CCCC2
 : -15, -10, -8, 28, 13, -19, -10, -5, 4
12. Cc1nn(-c2ccccc2)cc1/C=N/NC(=O)c1cccs1
 : -11, -1, -36, 28, 9, -8, -1, 1, -11
13. Cc1ccccc1CSCCNC(=O)CN(c1ccc2c(c1)OCO2)S(C)(=O)=O
 : -2, 1, 14, 13, 8, -14, -6, 0, -1
14. COc1ccc(-n2nc3c(c2NC(=O)C2CC2)CS(=O)C3)cc1 (stereo not drawn)
 : -10, -2, 2, -1, -16, -22, -2, 9, 0
15. C#CCN1C(=O)C(O)(CC(=O)c2ccc(OC)c(OC)c2)c2ccccc21 (stereo not drawn)
 : 6, -2, 16, 17, 3, -10, 2, -9, -11
16. CCOC(=O)C1(Cc2ccc(OC)cc2)CCN(C(=O)C2=CCCC2)CC1
 : 11, 2, 10, 5, -12, 6, 1, 1, -2
17. Cc1ccc(S(=O)(=O)/N=C2/C=C(C3C(=O)CC(C)(C)CC3=O)C(=O)c3ccccc32)cc1
 : 28, -1, -34, 1, 72*, 9, 28, -2, -1
18. [O-][n+]1onc2c3ccnnc3ccc21
 : -6, 3, 32, 6, 7, -7, -3, 1, -4
19. CCOc1cc(C)nc(N2CCC(C(=O)NC3CC3)CC2)n1
 : /, 1, -69, /, -7, /, -4, /, /
20. CCN1CCN(C(=O)c2ccc3c(Cl)c4c(nc3c2)CCCC4)CC1
 : 10, 3, 23, 16, 7, 9, 3, 2, -3

New compounds follow:
Below each SMILES: Apaf-1 inh, SENP1 FRET inh, SENP8 block-1, NALP3 yeast inh, PfG6PD inh, SENP6 block, HKDC1 inhibitor, SENP7 block, SENP8 block-2
21. Cc1cc(Br)c2c(c1)C1(OCCO1)C(=O)N2
 : -3, -1, 6, 5, 8, -4, -4, 9, -2
22. COc1cccc(-n2c(N)c(-c3nc4ccccc4[nH]3)sc2=S)c1
 : 5, -34, -11, 16, 43, 3, -5, -2, 5
23. CCSc1nnc(NC(=O)NC(CC)(C(F)(F)F)C(F)(F)F)s1
 : 26, 0, 20, -3, 15, -15, -1, -12, -4
24. Cc1c(C(=O)Nc2ccccc2)cn2c(nc3ccccc32)c1C#N
 : 10, -27, -410, 1, -11, -14, 7, -1, -1
25. O=P(O)(CCc1ccncc1)CN1CCCCC1
 : -17, 2, 14, 13, -15, -9, 0, -4, -5
26. COc1ccc(N(CC(=O)Nc2cccnc2)S(=O)(=O)c2ccc(C)cc2)cc1Cl
 : 13, 0, 21, 20, 11, -8, -1, -13, 5
27. Cc1cccc(Cc2ncc(C(F)(F)F)cc2Cl)c1
 : -7, 2, 13, 8, 0, 25, -3, 3, 5
28. COc1ccc(C)cc1-n1nnnc1SCc1cn2ccsc2n1
 : -3, -1, 20, -3, -18, 1, 1, 12, -5
29. CC(=O)Nc1ccc(C(=O)COC(=O)C2CC2)c(F)c1
 : 2, 2, -2, 20, -23, -2, -1, -7, -1
30. C=CCN(CC=C)C(=O)CN1C(=O)NC(Cc2c[nH]c3ccccc23)C1=O (stereo not drawn)
 : 2, 0, 12, 12, -7, 1, -5, 3, 2

Continuation:
Below each SMILES: Apaf-1 inh, SENP1 FRET inh, SENP8 block-1, NALP3 yeast inh, PfG6PD inh, SENP6 block, HKDC1 inhibitor, SENP7 block, SENP8 block-2
31. O=C1C=C(O)C(n2cncn2)C(c2ccc3c(c2)OCO3)C1 (stereo not drawn)
 : -4, 2, 6, 9, -4, 6, 7, 12, -3
32. Cc1cc(NC(=O)C2CCN(C(=O)c3ccco3)CC2)ccc1Br
 : 10, -2, 7, 9, 7, -15, -4, 6, -20
33. Cc1ccccc1C(OCCN(C)C)C1CCCCC1 (stereo not drawn)
 : 2, 2, 27, 13, -12, -11, -11, 0, 1
34. O=[N+]([O-])c1cccc(S(=O)(=O)N2CCN(S(=O)(=O)N3CCCCCC3)CC2)c1
 : -2, 2, 6, 6, -7, 3, -6, 3, 15
35. CC(C)Oc1ccc(S(=O)(=O)N2CCOCC2)cc1NC(=O)C1COc2ccccc2O1 (stereo not drawn)
 : 7, 1, 6, 10, 4, 10, 0, 10, 10
36. COc1ccc(-n2cnc(=S)[nH]c2=S)cc1
 : /, 3, -12, /, 75*, /, -18, /, /
37. Cc1ccc(C(=O)Nc2cnc3ccccn3c2=O)cc1
 : -17, 1, -200, 6, -2, 3, 21, 9, -9
38. CS(=O)(=O)N1CCc2cc(C(=O)Nc3ccc(COCC(F)(F)F)cc3)ccc21
 : 8, -1, 9, 24, 12, 5, -3, 4, -4
39. CCc1c(C2(O)CCCCC2)[nH]c2c(C(=O)OC)cc(Cl)cc12
 : /, -5, -480, /, -6, /, 8, /, /
40. CC(Oc1ccccc1)C(=O)Nc1cccc(F)c1 (stereo not drawn)
 : -12, 2, 33, 6, -8, -5, -2, 5, -5

The results go on:
Below each SMILES: Apaf-1 inh, SENP1 FRET inh, SENP8 block-1, NALP3 yeast inh, PfG6PD inh, SENP6 block, HKDC1 inhibitor, SENP7 block, SENP8 block-2
41. CCOC(=O)c1c(NC(=O)/C=C/c2ccc3c(c2)OCO3)sc(C)c1CC
 : 7, -23, -272, 11, 2, -18, -2, -2, -5
42. CSc1oc(-c2ccc(F)cc2)nc1S(=O)(=O)c1ccccc1
 : -9, 1, -6, 0, -18, 11, 16, -10, -2
43. Cc1ccc(C)c(NC(=S)/C(=C(\[O-])c2ccc(Cl)s2)[n+]2ccccc2)c1
 : 13, -6, 69*, 7, 13, 38, -9, -1, -2
44. Cc1c(NC(=O)c2ccc(C(C)(C)C)cc2)cccc1[N+](=O)[O-]
 : 0, 0, 16, 49, 28, -5, -2, 3, -7
45. COC(=O)c1sccc1NC(=O)c1ccoc1C
 : -4, 1, 3, 19, -14, -11, -7, 3, 5
46. COc1ccccc1Nc1c2c(nc3ccc(N)cc13)CCCC2
 : 9, -10, -206, 13, -26, 14, -3, 3, -4
47. O=C(CC12CC3CC(CC(C3)C1)C2)NCc1ccco1
 : 4, 0, 2, 44, -4, -3, -7, 5, -7
48. CC(C)(C)c1nnc(N/N=C/c2cc(Br)ccc2O)n(N)c1=O
 : /, 0, 16, /, -5, /, -43, /, /
49. CC1CCN(C(=S)c2ccc(O)cc2)CC1
 : 10, 1, 17, 6, 7, 13, -5, 7, 1
50. COc1ccc(CCN2CC(C(=O)Nc3cc(F)ccc3F)CC2=O)cc1OC (stereo not drawn)
 : 18, 0, 14, 6, -16, -12, -4, 0, 4

Additional entries.
Below each SMILES: Apaf-1 inh, SENP1 FRET inh, SENP8 block-1, NALP3 yeast inh, PfG6PD inh, SENP6 block, HKDC1 inhibitor, SENP7 block, SENP8 block-2
51. CCSc1nnc(NC(=O)CSc2nnc(CNC(=O)c3ccc(OC)c(OC)c3)o2)s1
 : 11, 0, 12, 23, -28, -4, -5, 3, -3
52. COc1ccc(OC)c(NC(=O)CN(C)CC(=O)Nc2ccccc2Cl)c1
 : 1, 1, 19, 18, 0, -6, -4, 2, 0
53. CC1(C)CC2(CCCN3C(=O)CSC32)CCS1 (stereo not drawn)
 : -3, 2, 11, 10, -11, -8, -2, 13, -7
54. COc1ccc(OC)c(Cc2nnc(CCC(=O)NCc3ccc(C)s3)o2)c1
 : -2, 2, 4, 0, -11, -13, 3, -22, -8
55. Cc1ccccc1NC(=O)C(=O)NC(C)CCc1ccccc1 (stereo not drawn)
 : 7, 3, 16, 24, -4, 5, -6, -6, -13
56. CC12CC(=O)C3C(CCC4=CC(=O)CCC43C)C1CC=C2CC(=O)O (stereo not drawn)
 : /, 3, 16, /, 6, /, -2, /, /
57. NC(=O)CN1CCN(C2CC(=O)N(CCc3ccccc3)C2=O)CC1 (stereo not drawn)
 : -4, 2, -4, -1, -23, 5, -5, -5, 2
58. COc1ccc(C2C(C(=O)c3ccco3)=C(O)C(=O)N2CCOCCO)cc1OC (stereo not drawn)
 : 4, 0, 18, 18, 3, -1, -5, 15, -1
59. N#CCC(=O)NNC(=S)NC(=O)C(c1ccccc1)c1ccccc1
 : -6, 0, 5, 6, -21, 16, -18, 1, 10
60. CN(CC(=O)NCCc1ccc(Cl)cc1)S(=O)(=O)c1cccs1
 : 4, 1, 4, 10, -4, -4, 1, -5, 1

Continued.
Below each SMILES: Apaf-1 inh, SENP1 FRET inh, SENP8 block-1, NALP3 yeast inh, PfG6PD inh, SENP6 block, HKDC1 inhibitor, SENP7 block, SENP8 block-2
61. CCCOc1ccc(/C=C/C(=O)N2CCOCC2)cc1
 : 1, 2, 16, 14, 4, 2, -4, 10, -7
62. CCc1ccc(Nc2cc(C)nc3ncnn23)cc1
 : -14, -1, 3, 16, -16, 4, -5, -3, -6
63. O=C(c1ccncc1)N1N=C(c2ccc(Br)cc2)CC1c1ccccc1O (stereo not drawn)
 : 33, -5, 13, -20, 18, 6, -1, 2, 8
64. Cc1ccc(S(=O)(=O)N2CCN(CC(=O)Nc3ccc(N4CCOCC4)cc3)CC2)cc1C
 : -9, 1, 17, 11, 14, 0, 2, 1, 6
65. Cc1ccc(S(=O)(=O)Nc2cc3c4c(c2)CCC(=O)N4CCC3)cc1
 : 16, 0, 8, 16, -8, -2, 0, 8, -6
66. O=C(COC(=O)/C=C/c1ccco1)NCc1ccccc1Cl
 : 1, 1, 6, 6, 7, -11, -7, 2, 2
